From PubChem BioAssay
AHR act – human AHR activation | AHR-responsive luciferase reporter cells, luminescence | activation, % at 5 µM | P35869 | 320,000 tested, 2.5% active | AID 2796; in the data active = activation above about 47%;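 note: 0% = vehicle wells and 100% = reference agonist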
GASC-1 inh – human JMJD2C demethylase inhibition | inhibition, % at 2.35 µM | 330,000 tested, 0.069% active | GST-JMJD2C(1-420) H3K9me3 demethylation, DELFIA europium | Q9H3R0;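 active = more than half of a compound's replicate wells show inhibition beyond 50%, single wells judged on their own value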;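 note: signal counts dimethyl H3K9 product captured on neutravidin plate; 0% = median of DMSO wells and 100% = 0.3 times that DMSO median; strong numbers were not always called active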
Target sequence (Q9H3R0 1-420 limits assumed): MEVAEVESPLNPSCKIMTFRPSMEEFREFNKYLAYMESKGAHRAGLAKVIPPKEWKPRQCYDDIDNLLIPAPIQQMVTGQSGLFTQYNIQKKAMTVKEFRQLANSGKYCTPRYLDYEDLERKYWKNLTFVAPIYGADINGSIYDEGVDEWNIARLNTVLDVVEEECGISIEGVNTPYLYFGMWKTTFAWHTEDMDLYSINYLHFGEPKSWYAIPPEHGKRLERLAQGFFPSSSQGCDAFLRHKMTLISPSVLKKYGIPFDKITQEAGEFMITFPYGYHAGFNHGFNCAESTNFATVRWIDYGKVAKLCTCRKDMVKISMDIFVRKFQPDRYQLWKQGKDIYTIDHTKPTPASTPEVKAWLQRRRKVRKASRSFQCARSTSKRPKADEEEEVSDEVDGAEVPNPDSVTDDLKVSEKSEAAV
CR mimetic SO – lowers age-related superoxide in aged yeast cells. S. cerevisiae aged cells, superoxide DHE fluorescence; stronger effect = lower value. 330,000 tested, 0.18% active. superoxide response (% of plate mean), % at 10 µM;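 active = superoxide response under a set limit, about three screen SD below normal, cut at about 65% in these data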;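 note: yeast aged for seven days with compound at 30 °C before DHE staining; 100% = average MFI of all compound-treated wells on the plate with controls excluded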
procasp7 counter – activates human procaspase-7, counter-screen for procaspase-3 activators; P55210; recombinant procaspase-7, Ac-DEVD-pNA absorbance 405 nm; D23A/D198A/D206A triple mutant, cannot self-cleave; scale: DMSO 0, 5 µM enzyme 100; activation, % at 8.5 µM; 330,000 tested, 0.093% active;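 active = percent activation above the screen-wide mean plus 3 SD, cut at about 25% in these data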
Target sequence (P55210 whole entry D23A/D198A/D206A): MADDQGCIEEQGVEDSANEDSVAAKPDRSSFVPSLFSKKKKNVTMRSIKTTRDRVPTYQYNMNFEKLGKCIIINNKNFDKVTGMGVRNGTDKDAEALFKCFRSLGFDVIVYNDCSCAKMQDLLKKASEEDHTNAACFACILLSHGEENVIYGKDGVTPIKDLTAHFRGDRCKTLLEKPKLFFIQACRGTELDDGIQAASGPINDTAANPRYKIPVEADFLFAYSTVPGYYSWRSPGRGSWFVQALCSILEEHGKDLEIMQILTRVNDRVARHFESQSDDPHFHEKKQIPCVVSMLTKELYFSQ
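System: Procaspase-7 triple mutant (PC-7 D3A); measure: % activation from two-timepoint absorbance difference, scaled to controls; times: 1 h compound preincubation, 2 h substrate cleavage, 25 °C; also added: Ac-DEVD-pNA substrate, 400 µM as added; measured by: Epi-absorbance of released pNA at 405 nm, two timepoints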
proCasp3 act – activators of human procaspase-3; 330,000 tested, 0.11% active; AID 463141; activation, % at 8.5 µM; P42574; recombinant procaspase-3 D3A, Ac-DEVD-pNA absorbance 405 nm;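 active = activation above the mean of all tested compounds plus 3 SD, cut at about 21% in these data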;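 note: 0% = DMSO alone and 100% = DMSO wells spiked with extra 5 µM PC-3 D3A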
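Assay system – Procaspase-3 D3A mutant · Benchmarks – DMSO low control, extra-enzyme high control · Technique – 405 nm absorbance of p-nitroaniline, reads at 0 and 120 min · Doses – 8.5 µM nominal · Measure – % activation between DMSO and enzyme-spiked controls · Also added – Ac-DEVD-pNA chromogenic peptide substrate · Schedule – 1 h compound preincubation, 2 h substrate hydrolysis at 25 °C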
LAP4 TOR yeast – yeast TOR pathway LAP4-GFP modulation | S. cerevisiae LAP4-GFP multiplex, flow cytometry GFP, 3 h; median GFP as percent of DMSO wells | GFP response vs DMSO, % at 10 µM | 320,000 tested, 0.34% active | AID 2023;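 active = GFP response vs DMSO above a set limit, about the screen mean plus 3 SD, cut at about 150% in these data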
RPL19A TOR yeast – alters RPL19A-GFP fluorescence in TOR pathway yeast screen | S. cerevisiae RPL19A-GFP strain, flow cytometry, 3 h; stronger effect = lower value | 330,000 tested, 0.3% active | AID 2025 | percent response vs DMSO, % at 10 µM;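 active = percent response vs DMSO below 50%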;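 note: median channel GFP fluorescence of the barcoded RPL19A-GFP strain; ratio of sample median GFP to plate DMSO average so 100% = DMSO; lower means less RPL19A-GFP as with rapamycin TOR inhibition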
MEP2-GFP yeast – alters MEP2-GFP fluorescence in TOR pathway yeast screen; S. cerevisiae MEP2-GFP strain, flow cytometry GFP, 3 h; 100% = DMSO control level; GFP response vs DMSO, % at 10 µM; 330,000 tested, 0.51% active; AID 2016;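 active = GFP response versus DMSO above a set limit, roughly screen mean plus 3 SD, cut at about 180% in these data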;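 note: median GFP fluorescence of the barcode-gated MEP2-GFP cells per well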
Starred values were filed as active, the others as inactive; / = no result given.

canonical_smiles,AHR act,GASC-1 inh,CR mimetic SO,procasp7 counter,proCasp3 act,LAP4 TOR yeast,RPL19A TOR yeast,MEP2-GFP yeast
C#CCOc1nc(Nc2cccc([N+](=O)[O-])c2)nc(OCC#C)n1,52*,-34,100,5,-6,108,96,94
Nc1cccc(S(=O)(=O)NC2=NCCC2)c1,0,3,102,2,-5,104,99,108
Cc1cc(C)nc(NS(=O)(=O)c2ccc(NC(=O)NC3CCCCC3)cc2)n1,1,-8,111,5,5,105,101,106
Cc1ccccc1C(=O)N1CCC(C(=O)Nc2nccs2)CC1,5,1,92,10,1,112,98,98
COc1cc(/C=C(\C#N)C(=O)N2CCOCC2)ccc1OCc1ccccc1,0,3,96,-2,0,112,96,99
CC(=O)N1N=C(c2ccc(C(C)(C)C)cc2)OC1(C)C,1,1,89,2,5,93,102,102
CC(C)(CNC(=O)c1ccc(S(=O)(=O)Nc2cccc(C(F)(F)F)c2)cc1)N1CCOCC1,2,2,83,-2,4,97,95,99
CCc1cccc(NC(=O)C2CCN(c3ncnc4sc(C)c(C)c34)CC2)c1,-1,-5,73,10,2,122,96,100
COc1ccc(-n2nc3c(c2NC(=O)C(C)C)CSC3)cc1,0,2,89,9,13,98,97,89
Cc1ccc(C(=O)N/N=c2\oc3ccccc3cc2C(N)=O)cc1,23,-2,99,6,-1,91,101,98
COc1cc(S(=O)(=O)Nc2ccc(Br)cc2)ccc1N,2,-3,101,4,-1,97,111,104
O=C(NCCc1cn2ccsc2n1)C1CCCCC1,0,10,104,10,7,100,102,102
CCN(CC)S(=O)(=O)c1ccc2c(c1)c(=O)c(C(=O)N1CCc3ccccc3C1)cn2C,4,14,92,-7,3,91,97,97
COc1cccc(C(C(=O)NC2CCCCC2)N(C(=O)c2csnn2)C2CC2)c1 (centres undefined),0,3,88,18,1,92,97,97
CC1CN/C(=C\C(=O)c2ccc(Br)cc2)C(=O)N1 (centres undefined),-14,0,107,-13,6,109,111,110
CC(C)(C)C1CCc2sc(-c3nnc(CCl)o3)cc2C1 (centres undefined),5,-6,97,1,-5,60,62,94
Clc1ccc(CSc2ccc(-c3ccco3)nn2)cc1,-3,-2,104,3,-3,107,101,100
CC(C)c1ccc(/C=C2\Oc3c(ccc(O)c3CN3CCN(C)CC3)C2=O)cc1,2,0,85,-4,-15,106,113,104
Cn1c(O)c(C2=c3ccccc3=NC2=O)sc1=Nc1ccc(Cl)cc1,56*,6,100,1,-14,88,96,97
CCCC(C)NC(=O)Cn1c(=O)c2c(ncn2CCC(C)C)n(Cc2ccccc2)c1=O (centres undefined),-1,29,92,-18,2,87,94,96
C=CCc1ccccc1OCC(=O)N/N=C/c1ccccc1OCC,5,-8,96,-9,-5,106,110,114
CN1CCN(/C(=N\O)c2nonc2N)CC1,3,-9,92,2,0,117,94,101
Cc1cc(=O)oc2cc(OC(C)C(=O)NCC3CCCO3)ccc12 (centres undefined),3,2,103,14,-1,103,94,96
COc1ccc(C(=O)c2c3ccccc3[n+]([O-])n2CCC(N)=O)cc1,4,-4,106,-4,6,96,101,100
CC(C)c1nnc(NC(=O)C2CCCN2C(=O)Nc2ccccc2F)s1 (centres undefined),0,-6,84,6,1,103,97,94
CN1CCN(CCCNC(=O)Cn2ncc3c4ccccc4n(C)c3c2=O)CC1,0,-5,101,-6,10,102,103,101
CN(C(N)=S)c1ccccc1,-1,-10,85,5,-8,94,/,86
c1ccc(Nc2nc(NCCN3CCOCC3)nc(Nc3ccccc3)n2)cc1,16,-8,103,-4,6,112,98,105
Cc1ccc(NC(=O)CCCOc2ccccc2)cc1S(=O)(=O)N1CCOCC1,0,-1,98,-1,2,104,100,103
CC(=O)Nc1cccc(/C(C)=N/NS(=O)(=O)c2ccccc2)c1,-2,-3,97,-5,-4,102,96,100

Arranged by length of the SMILES (rising): part of the list above.
canonical_smiles,AHR act,GASC-1 inh,CR mimetic SO,procasp7 counter,proCasp3 act,LAP4 TOR yeast,RPL19A TOR yeast,MEP2-GFP yeast
C=CCc1ccccc1OCC(=O)N/N=C/c1ccccc1OCC,5,-8,96,-9,-5,106,110,114
CC(=O)Nc1cccc(/C(C)=N/NS(=O)(=O)c2ccccc2)c1,-2,-3,97,-5,-4,102,96,100
COc1ccc(C(=O)c2c3ccccc3[n+]([O-])n2CCC(N)=O)cc1,4,-4,106,-4,6,96,101,100

Carrying on:
canonical_smiles,AHR act,GASC-1 inh,CR mimetic SO,procasp7 counter,proCasp3 act,LAP4 TOR yeast,RPL19A TOR yeast,MEP2-GFP yeast
CC(C)C[C@@H](CO)N(Cc1ccccc1)S(=O)(=O)N(Cc1ccccc1)[C@@H](CO)CC(C)C,-2,-5,94,-4,11,103,97,96
COCc1cc(C)nc(Nc2ccccc2C)c1C#N,19,19,93,-2,-7,106,100,106
COc1ccc(NC(=O)NN(C(=O)c2ccccc2)C(C)(C)C)cc1,-1,-9,107,10,-11,91,98,95
Cc1ccc(C(=O)NCC(c2ccc(F)cc2)N2CCOCC2)cc1 (centres undefined),11,/,87,-10,-4,107,113,112
COc1ccc(-c2cc(N)n(S(=O)(=O)Cc3ccccc3)n2)c(OC)c1,62*,6,106,-3,0,106,97,99
COCC(=O)N1CCC(Oc2ccc(C(=O)NC(C)c3nc(C)sc3C)cc2)CC1 (centres undefined),1,-19,101,0,6,103,99,115
COc1ccc2oc(C(=O)OCC(=O)NCCc3ccccc3)c(C)c2c1,3,-16,111,-3,0,111,93,94
Cc1cccc(NC(=O)CSc2cc(C(=O)c3nccn3C)c3ccccc3n2)c1,2,2,103,1,1,118,91,93
S=C1N[C@H]2CCCC[C@@H]2N1,1,4,102,7,8,113,105,107
CCOC(=O)c1c(NC(=O)c2cccs2)sc(C(=O)N2CCOCC2)c1C,2,-15,102,6,-5,96,96,97
CN(CC(=O)Nc1cccc2c1CCCC2)S(=O)(=O)c1ccccc1,1,14,99,6,13,96,95,100
O=C1NC(=O)/C(=C/C(=O)N2CCOCC2)S1,-2,3,108,-8,13,79,98,94
O=C(NCCCN1CCOCC1)c1cccc(NC(=O)c2ccccc2)c1,2,8,98,-3,3,86,103,102
COc1cc(CC(=O)NC2CCCc3ccccc32)cc(OC)c1OC (centres undefined),4,6,101,-5,2,103,104,104
COc1ccc(NC(=O)CSc2nc(N)c(-c3ccccc3)c(=O)[nH]2)cc1,2,2,101,-1,8,96,98,97
C/C(=N\NC(=O)c1ccc(Cl)cc1)c1cccc(NC(=O)C(C)C)c1,18,-2,84,-1,11,111,107,97
COc1ccccc1N(C)S(=O)(=O)c1ccc(Cl)c(C(=O)NCc2cccnc2)c1,-2,0,110,8,-6,112,98,100
O=C(O)COCC(=O)Nc1ccc(OCCc2ccccc2)cc1,6,-8,114,-5,2,97,99,101
Cc1ccc(Nc2nc(Cl)c(C=O)s2)cc1Cl,15,-1,95,0,-6,99,99,108
CN(C)c1ccc(-c2nnc(-c3ccccc3F)o2)cc1,63*,-4,93,-1,-4,96,106,100
CCOc1cc(/C=N/NC(=O)Cn2nc([N+](=O)[O-])cc2C)cc(Br)c1OCc1ccccc1F,0,-7,106,9,-3,92,98,102
O=C(CNC(=S)N(Cc1ccccc1F)C1CCCCC1)NCCN1CCOCC1,2,-28,76,1,-7,99,98,103
O=C(COC(=O)c1cn(-c2ccccc2)nc1-c1ccccc1)Nc1ncc(Cl)cc1Cl,6,10,107,-7,1,104,110,111
COc1ccc(NC(=O)CSc2nnnn2C)cc1,14,-10,89,-2,2,96,94,93
COC(=O)C1CSc2[nH]c(=O)sc2C1c1ccc(OC)c(OC)c1 (centres undefined),1,-2,103,-3,3,93,86,100
Cc1c(C(=O)NC(C)c2ccccc2)c(-c2ccccc2)nn1-c1ccccc1 (centres undefined),2,/,106,4,-5,101,/,91
CC(C)c1ccc(OCC(=O)NC(Cc2c[nH]c3ccccc23)C(=O)O)cc1 (centres undefined),4,-4,100,10,2,99,96,104
CCCOc1ccc(C(=O)Nc2nc(C)c(Cc3ccc4c(c3)OCO4)s2)cc1,1,-3,89,3,1,99,106,109
Cc1sc2ncnc(N3CCC(C(=O)Nc4cc(Cl)ccc4Cl)CC3)c2c1C,-4,-1,99,9,6,113,103,102
COc1ccc(NC(=O)N(C)C[C@H]2Oc3c(NS(=O)(=O)c4cn(C)cn4)cccc3C(=O)N([C@H](C)CO)C[C@@H]2C)cc1,-1,58*,99,1,6,94,94,95
CCCN1CCC(=O)N([C@H](COc2ccccc2)Cc2ccccc2)CC1,0,4,100,-3,3,85,88,74
Cc1ccc(C2CC(=O)Nc3cc4c(cc32)OCO4)o1 (centres undefined),13,6,88,2,-3,103,93,98
Cc1ccc(S(=O)(=O)Cc2ccc(C(=O)N3CCN(c4cc(C)ccc4C)CC3)o2)cc1,-4,-14,107,-2,7,95,98,98
COc1cc(OC)cc(C(=O)Nc2cccc3nc(C)ccc23)c1,/,20,101,/,/,94,101,98
C/C(=N/NC(=O)CNC(=O)COc1ccccc1)c1ccco1,1,15,86,-18,0,98,106,107
CC1(C)NC(=O)N(CC(O)CN2C(=O)NC(C)(C)C2=O)C1=O,-1,11,102,-4,-9,102,105,108
CC(=O)Nc1ccc(S(=O)(=O)Nc2nccs2)cc1,/,/,99,/,/,99,103,102
CC(C)Cn1c(N)c(C(=O)CSc2nc3ncc(Cl)cc3[nH]2)c(=O)n(C)c1=O,-4,0,98,3,-1,98,100,102
